Assay outcomes as filed in PubChem.
USP1-UAF1 inh – blocks the human USP1/UAF1 deubiquitinase complex. O94782. recombinant USP1/UAF1, Ub-Rhodamine cleavage fluorescence. Potency, µM (titrated, usually from 57.1 µM), for inactives: at the top dose activity change, negative = inhibition, usual class: inhibitors. hit rate 0.23% among 390,000. AID 743255; further: potency means the concentration at half of the fitted maximal effect; on the % scale 0 is the no-effect control and ±100 the full control effect; nearly all actives have a fitted effect of over 60% in size; inactives centre near -12
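1 nM enzyme complex + cpd, 15 min RT; start with Ub-Rho 150nM final; kinetic fluorescence ex 480/em 540, 6 reads q60 s. Buffer 50mM HEPES pH 7.8, 0.5mM EDTA, 0.1 mg/ml BSA, 1mM TCEP, 0.01% Tween-20.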
RGS4 inhibitor – human RGS4 inhibition. Transcreener GDP fluorescence polarization, RGS4-accelerated GTP hydrolysis. Potency, µM (series often up to 114 µM), for inactives: at the top dose activity change, negative = inhibition, usual class: inhibitors. P49798. hit rate 0.039% among 390,000; further: potency means the concentration at half of the fitted maximal effect; on the % scale 0 is the no-effect control and ±100 the full control effect; nearly all actives have a fitted effect of over 75% in size; some results filed as inactive show a strong effect at the top dose
Target sequence (P49798 whole entry, looked up): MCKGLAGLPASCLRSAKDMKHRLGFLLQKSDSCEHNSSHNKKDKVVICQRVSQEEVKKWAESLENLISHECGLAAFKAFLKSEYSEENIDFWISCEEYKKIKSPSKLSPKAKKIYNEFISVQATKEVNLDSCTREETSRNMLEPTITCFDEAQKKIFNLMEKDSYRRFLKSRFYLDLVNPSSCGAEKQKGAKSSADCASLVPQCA
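MLSMR compounds (23 nl, pin-transferred) preincubated 10 min at room temperature with a 500nM (2x) first reagent, then RGS4 at 900nM (2x) plus Transcreener GDP mix added; fluorescence polarization (620/688 nm) read before and after 90 min at 30 °C.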
Vif-A3F inh – inhibitors of Vif-A3F interaction; HeLa A3F-eYFP + Vif (tagged APOBEC3F with the HIV-1 protein that degrades it), YFP fluorescence increase; Potency, µM (doses to about 46.1 µM), for the others: top-dose activity, negative = active; hit rate 0.2% among 390,000; further: potency means the concentration at half of the fitted maximal effect; % of control where 0% means no effect; nearly all actives have a fitted effect of over 65% in size
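Fluorescence increase (Ex 488/Em 500-530) after overnight compound treatment at 37 deg C flags inhibition of Vif-driven A3F-eYFP loss in stable HeLa A3F-eYFP/Vif cells seeded overnight beforehand.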
Glioma ERSR ind – ER stress response induction in glioma. U87-MG GRP78 promoter luciferase reporter, 16 h. Potency, µM, for inactives: top-dose activation, hits mostly activators. hit rate 0.02% among 420,000. AID 602332; further: potency means the concentration at half of the fitted maximal effect; series mostly up to about 76 µM; % of control where 0% means no effect; nearly all actives have a fitted effect of over 35% in size
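ERSR induction read as luciferase luminescence (Bright-Glo, 10 min at room temperature) in stably transfected human U87-MG glioma cells exposed to compounds for 16 h, using GRP78 as sensor.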
LDHA inh – blocks human lactate dehydrogenase A; P00338; purified LDHA, NADH/diaphorase-resazurin fluorescence; active compounds read low; activity change, % (values are at about 110 or 230 µM); hit rate 0.15% among 480,000; AID 1347041; in the data active means activity change below about -30%; inconclusive means mostly about -25% to -30%;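 further: plate controls were DMSO wells for no effect and wells without enzyme for full effect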
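LDH5 2 nM; NADH 0.06 mM, pyruvate 0.2 mM; 200 mM Tris pH 7.4, EDTA, Tween-20; 5 min RT. Detection: diaphorase 0.133 mg/mL + resazurin 37 µM, fluorescence ex540/em590 at 0 and 20 min; normalized to enzyme-free and DMSO wells.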
mIDH1 inhibitor – human IDH1 R132H inhibition; hit rate 0.093% among 390,000; IDH1-R132H enzyme, NADPH consumption, diaphorase/resazurin fluorescence; AID 602179; Potency, µM (top dose mostly 76.6 µM), for inactives: top-dose activity change, negative = inhibition, usual class: inhibitors; O75874; further: potency means the concentration at half of the fitted maximal effect; on the % scale 0 is the no-effect control and ±100 the full control effect; nearly all actives have a fitted effect of over 65% in size
Target sequence (O75874 whole entry R132H, stated change not applied): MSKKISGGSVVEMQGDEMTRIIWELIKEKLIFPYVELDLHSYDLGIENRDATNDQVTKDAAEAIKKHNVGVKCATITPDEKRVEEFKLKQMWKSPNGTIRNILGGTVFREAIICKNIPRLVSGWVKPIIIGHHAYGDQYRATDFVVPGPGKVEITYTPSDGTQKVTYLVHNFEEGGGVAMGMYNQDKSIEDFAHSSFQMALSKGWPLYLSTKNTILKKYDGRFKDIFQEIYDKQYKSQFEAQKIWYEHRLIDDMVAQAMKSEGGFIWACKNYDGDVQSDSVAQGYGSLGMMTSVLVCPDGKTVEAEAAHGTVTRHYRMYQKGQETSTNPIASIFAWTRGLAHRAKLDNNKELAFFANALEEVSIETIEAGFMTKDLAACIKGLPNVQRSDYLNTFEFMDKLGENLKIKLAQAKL
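IDH1-R132H (0.5 ug/mL) preincubated 30 min with compound, then NADPH (0.016 mM) and alpha-KG (2 mM) added; 80 min at RT, pH 7.5. Remaining NADPH coupled via diaphorase/resazurin to fluorescence (540/590 nm); concentration-response curves normalized to no-enzyme control.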
Vif-APOBEC3G blk – Vif-A3G binding inhibition. Q9HC16. HeLa A3G-eYFP + Vif (tagged APOBEC3G with the HIV-1 protein that degrades it), YFP fluorescence, overnight. Potency, µM (highest dose often 46.1 µM), for inactives: top-dose activity, negative = active, actives largely listed as inhibitors. hit rate 0.076% among 410,000. AID 602310;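 further: potency means the concentration at half of the fitted maximal effect; on the % scale 0 is the no-effect control and ±100 the full control effect; nearly all actives have a fitted effect of over 60% in size; hits raise eYFP signal because A3G escapes Vif-driven loss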
Target sequence (Q9HC16 whole entry, looked up): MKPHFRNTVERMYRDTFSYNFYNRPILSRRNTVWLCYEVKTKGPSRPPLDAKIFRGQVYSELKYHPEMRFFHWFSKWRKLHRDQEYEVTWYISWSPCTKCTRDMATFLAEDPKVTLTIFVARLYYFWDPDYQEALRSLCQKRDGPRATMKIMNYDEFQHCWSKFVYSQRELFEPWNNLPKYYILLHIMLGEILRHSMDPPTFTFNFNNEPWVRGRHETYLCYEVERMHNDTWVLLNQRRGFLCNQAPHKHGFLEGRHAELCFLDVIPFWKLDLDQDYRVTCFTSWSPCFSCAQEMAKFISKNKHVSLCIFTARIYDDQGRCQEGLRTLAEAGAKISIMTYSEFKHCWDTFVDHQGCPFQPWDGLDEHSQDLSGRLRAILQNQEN
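Read-out is eYFP fluorescence (Ex 488/Em 500-530) from Vif-expressing HeLa A3G-eYFP cells; more signal means A3G escaped Vif-mediated degradation. Cells plated overnight, compound pinned in, incubated overnight at 37 deg C.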
rTrxR1 inhibitor – inhibitors of rat thioredoxin reductase 1. recombinant rTrxR1, NADPH fluorescence consumption, selenite substrate. Potency, µM (top dose mostly 114 µM), without a hit: top-dose activity change, negative = inhibition, usual class: inhibitors. hit rate 1% among 390,000; further: potency means the concentration at half of the fitted maximal effect; on the % scale 0 is the no-effect control and ±100 the full control effect; nearly all actives have a fitted effect of over 65% in size
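Rat TrxR1 (90 nM in the dispensed reagent) was pre-reduced with 400 uM NADPH for 5 min at room temperature, then incubated with compound for 15 min. After 400 uM selenite was added, NADPH fluorescence (Ex 340/Em 450 nm) was followed for 8 min.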
TrxR1 substrate – substrates of rat thioredoxin reductase 1; O89049; purified TrxR1 substrate turnover, NADPH consumption readout; Potency, µM (doses to about 114 µM), without a hit: top-dose activity change, negative = substrate turnover; hit rate 0.01% among 390,000; AID 588456; further: potency means the concentration at half of the fitted maximal effect; on the % scale 0 is the no-effect control and ±100 the full control effect; nearly all actives have a fitted effect of over 50% in size
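Rat TrxR1, dispensed at 90 nM, was prereduced with 400 uM NADPH (final) for 5 min at ~22 deg C, then incubated with compound 15 min before 400 uM selenite. A first-read NADPH fluorescence drop versus no-compound background flagged substrates.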
The depositor's hits bear a star; u = inconclusive; x = not tested or not shown; & = joins results of further samples; [ ] = remark or other dose. Unless noted, the call rests on the fitted dose curve; in most records, active means well fitted curve in the direction sought with a large enough effect; inconclusive means small, poorly fitted or top-dose-only effect, or another doubt; inactive means no such curve, though single readings can be large; an effect the other way counts as inactive or inconclusive. Not all compounds are listed, so the mix of outcomes need not match the whole.

SMILES | USP1-UAF1 inh | RGS4 inhibitor | Vif-A3F inh | Glioma ERSR ind | LDHA inh | mIDH1 inhibitor | Vif-APOBEC3G blk | rTrxR1 inhibitor | TrxR1 substrate
O=C(Nc1c[nH]c(=O)[nH]c1=O)c1ccc([N+](=O)[O-])cc1 | -3.2% | 5.4% | -2.5% | 0.4% | -0.7 | 7.2% | -3.1% | -6.1%[57.1 µM] | -4.6%[57.1 µM]
CC1CCN(C(=O)CCS(=O)(=O)c2cc3c(cc2Cl)NC(=O)CO3)CC1 | -8.2%&-16.0% | u | 4.4%&1.6% | -2.3%&-3.7% | -1.2&-1.3 | -6.8%&4.7% | 3.9%&1.2% | 5.1%[57.1 µM] | 6.3%[57.1 µM]
CC(C)c1ccc(/C=C2\Oc3c(ccc(O)c3CN3CCN(C)CC3)C2=O)cc1 | u | -3.8% | 5.7% | -4.4% | -9.3 | -6.2% | -1.1% | 6.2% | 2.8%
Cc1cc(C)cc(OCC(=O)NNC(=O)CCC(=O)NCc2ccccc2)c1 | 3.6% | -11.6% | -8.1% | 3.4% | -10.1 | 7.1% | 2.6% | 9.1% | -3.1%
CCCn1c2c(c(O)c(C(=O)Nc3ncccc3C)c1=O)CCCC2 | -17.4% | -22.3% | 5.0% | -3.7% | -2.6 | 5.8% | -0.3% | -9.4% | -4.0%
Cc1ccc(NC(=O)Cn2c(=O)n(CCC(=O)NCc3ccccc3Cl)c(=O)c3ccccc32)cc1 | -29.0% | -28.9% | -27.7% | -1.0% | -3.3 | 10.1% | u | 20.6% | 8.0%
CCOC(=O)C1=C(C)N=c2sc(=C(C)C)c(=O)n2C1c1ccc(N(C)C)cc1 (stereo not drawn) | -7.1% | 14.6% | -29.0% | -2.8% | -5.4 | 5.1% | -1.3% | 19.4% | 5.9%
Cc1ccc(Cl)cc1NC(=O)Nc1cccs1 | -5.0% | -23.6% | 7.7% | -2.7% | -8.4 | 6.3% | -1.7% | 24.6%[57.1 µM] | -17.0%[57.1 µM]
CCN1CCN(c2ncnc3sc4c(c23)CCC(C)C4)CC1 (stereo not drawn) | -7.7% | 35.7% | -0.9% | -1.5% | -5.7 | 1.6% | 0.6% | 4.5% | -0.1%
CCC(C)NC(=O)c1c(N)n(/N=C/c2ccccn2)c2nc3ccccc3nc12 (stereo not drawn) | -16.9% | -44.8% | -6.3% | -2.9% | 9.1 | 6.3% | 0.0% | 17.7%[57.1 µM] | 10.2%[57.1 µM]
CN(C)c1ccc(/C=C/c2ccnc3c(-c4ccccc4)cccc23)cc1 | x | x | x | -0.6% | x | x | -27.3% | 25.1% | 0.7%
COc1ccc(C(F)(F)F)cc1N/C=C\c1nnnn1-c1ccc(C)cc1 | -13.4% | -18.2% | 0.6% | -0.5% | -2.9 | 1.1% | -1.2% | 17.2% | 2.5%
CCCc1c(C)[nH]c2ccc(C(=O)O)cc2c1=S | u | -22.8%[11.4 µM] | 2.0% | -3.7% | -5.1 | -10.6% | 1.4% | -21.2% | 7.4%
COc1ccc(CC(=O)OCC(=O)NCc2ccco2)cc1 | 5.0% | -3.5% | -10.1% | 13.4% | -6.0 | -9.1% | 1.4% | 28.4% | -17.4%[57.1 µM]
CCc1nnc(NS(=O)(=O)c2ccc(NC(=S)NC(=O)c3ccc(OC)c(OC)c3)cc2)s1 | -12.3% | -46.6% | 1.1% | -3.7% | -12.1 | -18.1% | -1.9% | u | -2.7%
COCCN1C(=O)c2ccccc2C(C(=O)NCCCN2CCCC2=O)C1c1c[nH]c2ccccc12 (stereo not drawn) | -2.9% | -12.8% | -6.9% | -0.7% | -4.7 | 4.2% | -0.1% | 12.6%[57.1 µM] | 10.7%[57.1 µM]
CN(C(=O)c1cccc(NC(=O)Cc2ccc(NC(=O)C3CCN(C(=O)C4CCCCC4)CC3)cc2)c1)C1CC1 | -11.8% | 17.0% | -6.1% | 0.7% | -11.5 | 0.7%[38.3 µM] | -2.2% | 4.4% | -0.7%
COC(=O)CSc1nnc(CNC(=O)c2ccccc2OC)n1-c1ccc(OC)cc1 | -9.7% | 11.3% | -1.8% | -0.7% | -11.0 | -5.8% | -0.4% | 11.8% | -1.4%
CCOc1ccccc1N1CCN(C(=O)C(F)(F)F)CC1 | -3.4% | 2.2% | 1.9% | -0.9% | -1.0 | 3.3% | 0.4% | 7.8%[57.1 µM] | 10.7%[57.1 µM]
C#CCOCCOCCOCCNc1nc(N2CCN(C(=O)Cn3cc(CCCN=C(N)N)nn3)CC2)nc(N2CCN(C(=O)[C@H](C)n3cc(CCCN=C(N)N)nn3)CC2)n1 | -25.8% | 20.0% | 10.4% | -3.4% | -3.7 | -1.4% | -2.0% | 14.6%[57.1 µM] | 10.2%[57.1 µM]
COc1ccc2oc(C(=O)c3ccccc3)c(N)c2c1 | -7.7% | -14.5%[56.9 µM] | -4.6% | -1.3% | -7.0 | 7.6% | 0.2% | -3.9% | -7.0%
CC(C)C(NC(=O)C1CCCCC1)C(=O)NCc1ccccn1 (stereo not drawn) | -6.1% | -11.8% | -0.4% | -2.6% | -6.2 | 1.7% | 1.1% | 13.9%[57.1 µM] | 10.6%
Cc1ccc(CNC(=O)C23CN(Cc4ccccc4)CC2C(c2cccc([N+](=O)[O-])c2)=NO3)cc1 (stereo not drawn) | -13.1% | -9.5% | 2.2% | -4.4% | -4.7 | 7.6%[38.3 µM] | 1.0% | 20.7% | -3.0%
CN(C)c1ncc(S(=O)(=O)c2ccccc2)c(-c2ccc(Cl)cc2Cl)n1 | -18.3% | 4.4% | 0.3% | -2.9% | -2.5 | -4.8% | -5.0% | 18.1% | 2.7%
CCO/C=N/Nc1nc(C(F)(F)F)nc2c1cnn2Cc1ccccc1 | -18.3% | 36.1% | 4.6% | 0.3% | -2.1 | -3.4% | -7.5% | 17.0% | -8.7%
COCCN1CCN(C(=O)c2ccc3oc(CCc4ccccc4)nc3c2)CC1 | 2.8% | 5.8% | 4.5% | -1.5% | -2.4 | 7.0% | -3.8% | -0.1% | 0.3%
COCCCNC(=O)C(=O)NCC1CCCN1S(=O)(=O)c1cccs1 (stereo not drawn) | -14.3% | 1.5% | -5.3% | -2.4% | -7.5 | -10.9% | 2.5% | 6.3%[57.1 µM] | 3.2%[57.1 µM]
Cc1cccc(OCCCC(=O)NNC(=O)c2ccncc2)c1 | -9.3% | 14.7% | -17.5% | 3.6% | -11.1 | -8.7% | -2.4% | 3.4% | 3.2%
CN(Cc1nc(-c2cnccn2)no1)Cc1n[nH]c2c1CCCCC2 | -4.2% | 10.9%[11.4 µM] | -3.2% | -3.4% | -5.8 | -10.2% | 0.4% | -0.6% | -2.7%
O=C1C=C(c2ccccc2)CCC1 | -6.3% | 15.6% | 0.9% | -2.1% | -5.7 | 6.7% | 1.7% | -6.5% | -6.8%
CC(C)(C)OC(=O)N1CCC(c2c(C(=O)NCc3ccccn3)cnn2-c2ccccc2Cl)CC1 | -17.3% | 15.6% | 7.0% | -1.7% | 0.5 | -3.3% | 0.8% | 9.5% | -2.9%
COc1ccc(C(C(=O)NC2CCCCC2)N(Cc2cccnc2)C(=O)c2snc(C(N)=O)c2N)cc1 (stereo not drawn) | -8.0% | -16.1% | 0.6% | -0.9% | -4.0 | 1.6% | -1.1% | -9.0% | 6.2%
COc1cc([N+](=O)[O-])ccc1NC(=O)CN1C(=O)NC2(CCCCC2C)C1=O (stereo not drawn) | -1.4% | 38.6%[11.4 µM] | -7.1% | -2.9% | -6.0 | -16.8% | 0.7% | 23.0% | 1.7%
CCCCOCCCNC(=O)Cc1ccccc1OC | -6.7% | 7.0% | 0.5% | -2.9% | -3.0 | -1.4% | 5.8% | 10.7% | 8.1%
O=C(N/N=C/C=C/c1ccc([N+](=O)[O-])cc1)C1COc2ccccc2O1 (stereo not drawn) | u | 7.5% | 6.9% | -1.4% | -6.1 | -0.2% | -1.5% | 13.3%[57.1 µM] | 3.5%[57.1 µM]
CCc1nccn1S(=O)(=O)c1ccc(OC)c(C)c1C | -11.0% | -14.4% | -4.7% | -4.9% | -1.6 | 2.0% | -0.1% | 12.7%[57.1 µM] | 12.8%[57.1 µM]
Cc1ccc(NC(=O)CN(Cc2ccco2)Cc2ccccc2O)cc1C | u | 2.0% | 1.8% | 1.5% | -1.7 | -4.8% | -2.8% | -1.1% | -5.6%
O=C1OCCN/C1=C\C(=O)c1ccccc1 | -22.4% | -22.6% | 0.5% | -11.5% | -3.5 | 9.5% | -4.8% | -6.1%[57.1 µM] | -2.0%[57.1 µM]
O=C(N/N=C/c1c[nH]c2ccc(Br)cc12)c1ccccn1 | 3.6% | -0.6% | -8.7% | 1.7% | -13.7 | 0.4% | -2.7% | 19.7%[57.1 µM] | -3.3%
